EPAC2 antag: antagonists of human EPAC2 | Q8WZA2 | EPAC2 GEF exchange of Rap1B-BODIPY-GDP, fluorescence | Potency, µM (series often up to 114 µM), for inactives: at the highest dose activity, negative = inhibition, actives largely listed as inhibitors | 0.18% of 360,000 active; also: potency is read from the fitted curve at half-maximal effect; % is scaled to controls: 0 for no effect and ±100 for the full control effect; nearly all actives have a fitted effect of over 45% in size; many of its hits are not listed in these tables
PLK1 PBD inh: inhibitors of human PLK1 polo-box domain binding; Plk1 PBD binding of FITC phosphopeptide, fluorescence polarization; Potency, µM, for inactives: max response, negative = inhibition, usual class: inhibitors; 2.8% of 360,000 active; AID 720504; also: potency is read from the fitted curve at half-maximal effect; series mostly up to about 57 µM; % is scaled to controls: 0 for no effect and ±100 for the full control effect; nearly all actives have a fitted effect of over 65% in size
Target sequence (P53350 whole entry, looked up, the tested form may be a part): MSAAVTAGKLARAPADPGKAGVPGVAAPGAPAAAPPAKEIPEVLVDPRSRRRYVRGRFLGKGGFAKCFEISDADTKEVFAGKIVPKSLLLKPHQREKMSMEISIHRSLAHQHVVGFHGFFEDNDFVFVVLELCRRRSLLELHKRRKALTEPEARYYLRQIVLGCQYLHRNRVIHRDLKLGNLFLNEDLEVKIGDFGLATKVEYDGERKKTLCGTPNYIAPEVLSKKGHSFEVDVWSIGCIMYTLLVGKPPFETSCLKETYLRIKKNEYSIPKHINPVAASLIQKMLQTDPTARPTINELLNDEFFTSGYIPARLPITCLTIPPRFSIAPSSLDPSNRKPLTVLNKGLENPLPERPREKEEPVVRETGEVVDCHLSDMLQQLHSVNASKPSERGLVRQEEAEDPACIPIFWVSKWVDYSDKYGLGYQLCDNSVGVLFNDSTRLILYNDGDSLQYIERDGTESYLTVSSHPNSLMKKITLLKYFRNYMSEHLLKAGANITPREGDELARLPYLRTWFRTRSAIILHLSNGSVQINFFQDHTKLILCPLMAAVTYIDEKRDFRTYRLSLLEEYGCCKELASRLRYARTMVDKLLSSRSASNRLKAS
EPAC1 ag: activates human EPAC1 exchange factor; O95398; EPAC1 agonist qHTS, biochemical assay; response scale: 100% = response to 6.5 mM cAMP; Potency, µM (top dose mostly 154 µM), for the others: at the top dose activation, actives largely listed as activators; 0.073% of 360,000 active; also: potency is read from the fitted curve at half-maximal effect; nearly all actives have a fitted effect of over 60% in size
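Normalized to 6.5 mM cAMP, activity reflects EPAC1-catalysed release of BODIPY-GDP from Rap1B, followed kinetically over 30 min at 480 nm excitation, 540 nm emission. Reaction contained 100 nM EPAC1, 250 nM Rap1B-BODIPY-GDP, 50 uM GDP.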
PI5P4Ka inh: blocks human PI5P4K alpha kinase activity. P48426. PI5P4Kalpha enzyme, ADP-Glo luminescence, 60 min; stronger effect = lower value. max response, %. 1.2% of 330,000 active. AID 652105; active = max response of -50% or lower; inconclusive = between -30% and -50%; inactive = -30% or higher; also: value at the top dose of about 77 µM; % is scaled to controls: 0 for no effect and ±100 for the full control effect
Target sequence (P48426 whole entry, looked up): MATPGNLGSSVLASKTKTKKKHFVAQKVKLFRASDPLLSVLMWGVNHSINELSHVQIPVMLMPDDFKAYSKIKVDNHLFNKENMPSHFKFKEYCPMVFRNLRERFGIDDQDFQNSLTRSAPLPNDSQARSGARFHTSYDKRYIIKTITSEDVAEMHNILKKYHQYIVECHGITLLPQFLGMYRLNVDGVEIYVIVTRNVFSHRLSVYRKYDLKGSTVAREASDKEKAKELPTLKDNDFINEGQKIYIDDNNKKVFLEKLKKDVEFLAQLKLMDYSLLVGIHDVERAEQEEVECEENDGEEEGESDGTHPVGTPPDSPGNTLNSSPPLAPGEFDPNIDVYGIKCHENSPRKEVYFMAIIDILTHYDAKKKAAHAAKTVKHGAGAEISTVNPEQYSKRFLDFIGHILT
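PI5P4Kalpha ADP-Glo assay; 5 microM ATP final; 60 min RT reaction; HEPES pH 7.4/EGTA/CHAPS, 5% DMSO; controls lacking substrate or enzyme; luminescent end-point.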
MmCpn inh: blocks the Methanococcus maripaludis chaperonin Mm-Cpn; Potency, µM (series often up to 76.9 µM), without a hit: at the top dose activity, negative = inhibition, hits mostly inhibitors; 0.031% of 330,000 active; purified Mm-Cpn ATPase, ADP Transcreener TR-FRET; also: potency is read from the fitted curve at half-maximal effect; % is scaled to controls: 0 for no effect and ±100 for the full control effect; nearly all actives have a fitted effect of over 80% in size
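Quantitative HTS used 25 nM Mm-CPN and 10 uM ATP in magnesium/KCl Tris buffer, pH 7.4, with 1 mM DTT. Hydrolysis ran 30 min at 37°C; ADP was read by HTRF.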
CCT chaperon mod: modulators of cytosolic chaperonin (CCT/TRiC) activity; purified chaperonin ATPase assay, HTRF ADP detection, 30 min; activity change, % (test concentration not listed), hits read low; 0.3% of 360,000 active; in the data active = activity change below about -30%; also: % is scaled to controls: 0 for no effect and ±100 for the full control effect
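TRiC (40 or 20 nM final, by batch activity) in 30 mM Tris pH 7.4, 100 mM KCl, 5 mM MgCl2, 1 mM DTT was treated with compound at 76 uM single dose, then 10 uM ATP, 30 min at 37 °C. ADP was read by HTRF Transcreener.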
WRN inhibitor: blocks human WRN helicase; Q14191; WRN helicase unwinding, fluorescent forked duplex, kinetic; Potency, µM (doses to about 114 µM), for the others: top-dose activity change, negative = inhibition, hits mostly inhibitors; 0.46% of 360,000 active; also: potency is read from the fitted curve at half-maximal effect; % is scaled to controls: 0 for no effect and ±100 for the full control effect; nearly all actives have a fitted effect of over 55% in size
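Kinetic fluorescence helicase assay: unwinding of a quenched forked DNA duplex (100 nM final) with 2 mM ATP final raises red fluorescence (525/598 nm). Compounds sat 15 min at room temperature with 20 nM WRN beforehand.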
EPAC1 antag: blocks human EPAC1 exchange factor. O95398. EPAC1 GEF assay, Rap1b-BODIPY-GDP exchange fluorescence. Potency, µM (doses to about 115 µM), without a hit: top-dose activity change, negative = inhibition, usual class: inhibitors. 0.14% of 360,000 active. AID 720709;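 also: potency is read from the fitted curve at half-maximal effect; plate controls were vehicle for no effect and positive control for full effect; nearly all actives have a fitted effect of over 50% in size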
An asterisk follows results filed as active; ? = inconclusive; . = no result given; [ ] = dose if it differs, or a comment. Unless noted, calls follow the shape of the dose curve; as a rule, active = well fitted curve in the direction sought with a large enough effect; inconclusive = small, poorly fitted or top-dose-only effect, or another doubt; inactive = no such curve, though single readings can be large; an effect the other way counts as inactive or inconclusive.

The line under a structure holds: EPAC2 antag | PLK1 PBD inh | EPAC1 ag | PI5P4Ka inh | MmCpn inh | CCT chaperon mod | WRN inhibitor | EPAC1 antag
[1] C#CCN(C[C@@H]1[C@@H](OC(=O)Nc2cccs2)[C@@H](OC(=O)Nc2cccs2)Cn2c(=O)n(CCCCCC)c(=O)n21)S(=O)(=O)c1ccc(C)cc1
→ -5% | ? | -14% | -13 | . | -1.1 | -8% | -23%
[2] COc1cc(/C=C(\CCC(=O)O)c2nc3ccccc3s2)ccc1OCC(=O)Nc1c(Cl)cccc1Cl
→ 33%[activator] | ? | 3% | -16 | -6% | -2.3 | ? | 3%
[3] CCCCN(C(=O)c1ccc(S(=O)(=O)N2CCOCC2)cc1)C1CCS(=O)(=O)C1 (stereo not drawn)
→ 16% | 4% | 8% | -3 | 0% | -3.5 | 5% | 9%
[4] CN(C(=O)CN1C(=O)c2cc(Cl)c(Cl)cc2C1=O)C1CCS(=O)(=O)C1 (stereo not drawn)
→ 13% | -8% | 5% | 5 | 2% | 2.0 | -1% | 17%
[5] O=C(CN1C(=O)C2CCCCC2C1=O)OCc1nnc(-c2ccccc2)o1 (stereo not drawn)
→ 3% | -16% | -1% | 6 | -3% | -4.3 | -2% | -23%
[6] Cc1cc(C(=O)CSc2n[nH]c(-c3ccccc3F)n2)c(C)n1Cc1cccs1
→ -1% | -3% | 18% | -3 | -1% | -0.1 | -13% | -15%
[7] Cc1ccc(C)c(OCCC(=O)OCC(=O)Nc2ccc(C)c(S(=O)(=O)N3CCCCC3)c2)c1
→ -3% | -1% | 0% | 21 | 2% | 0.9 | -9% | -14%
[8] O=C(CCNS(=O)(=O)c1ccc(Cl)cc1)N1CCOCC1
→ -3% | -3% | 9% | 0 | 0% | 0.5 | -22% | -3%
[9] CC(=O)Nc1ccc(NC(=O)CN(c2ccc([N+](=O)[O-])cc2)S(=O)(=O)c2ccccc2)cc1
→ -2% | -1% | -5% | 5 | 0% | -2.7 | 0% | -9%
[10] CC(C)=C1C2CCC1C1C(=O)N(c3ccc4c(c3)OCO4)C(=O)C21 (stereo not drawn)
→ 13% | 0% | -7% | -8 | -2% | -0.2 | 3% | -1%
[11] Cc1ccccc1N(CC(=O)NC(C)(C)C)C(=O)CS(=O)CC(=O)Nc1ccc2c(c1)OCO2 (stereo not drawn)
→ 13% | 0% | -1% | 1 | 2% | 0.4 | 2% | 25%
[12] O=C1CC(NS(=O)(=O)c2cccnc2)CN1c1ccc(F)cc1 (stereo not drawn)
→ 8% | -8% | 4% | 11 | 0% | 2.2 | 0% | 6%
[13] COC(=O)[C@]1(CC(C)C)N[C@H](c2ccc(-c3ccc(F)cc3)cc2)[C@@H]2C(=O)N(C)C(=O)[C@@H]21
→ -14% | -4% | -20% | 10 | -4% | 1.8 | -6% | -24%
[14] Cc1ccc(C(=O)N2CCN(c3ccc([N+](=O)[O-])c(NCc4cccnc4)c3)CC2)cc1
→ -1% | -13% | -7% | 5 | -2% | 1.5 | -12% | -25%
[15] CC(C(=O)c1ccccc1)[n+]1cccc(C(N)=O)c1 (stereo not drawn)
→ 0% | -6% | 6% | -2 | 0% | -0.5 | -3% | -9%
[16] COc1ccc(CCNC(=O)c2ccc(NC(=O)CC3SC(N4CCCCC4)=NC3=O)cc2)cc1 (stereo not drawn)
→ -21% | 2% | 5% | -6 | . | -2.4 | 4% | -7%
[17] COc1ccc(CC(=O)Nc2ccccc2C(F)(F)F)cc1S(=O)(=O)N1CCOCC1
→ 11% | 4% | -2% | 3 | . | 1.3 | 5% | 30%
[18] CC(=O)c1ccc(NS(=O)(=O)c2c(C)cc(C)cc2C)cc1
→ -1% | -12% | -3% | 1 | -3% | -2.0 | -3% | -22%
[19] COc1ccc(OC)c(NC(=O)CSc2n[nH]c(-c3cccnc3)n2)c1
→ 1% | -6% | -8% | 6 | -29% | -2.7 | -3% | -14%
[20] Cc1cccc2cc(C3CC(c4ccco4)=NN3C(=O)CCC(=O)O)c(Cl)nc12 (stereo not drawn)
→ -4% | -15% | 7% | -6 | -3% | -1.7 | ? | -3%

Overlap with the part before: two entries, then new ones.
The line under a structure holds: EPAC2 antag | PLK1 PBD inh | EPAC1 ag | PI5P4Ka inh | MmCpn inh | CCT chaperon mod | WRN inhibitor | EPAC1 antag
[19] COc1ccc(OC)c(NC(=O)CSc2n[nH]c(-c3cccnc3)n2)c1
→ 1% | -6% | -8% | 6 | -29% | -2.7 | -3% | -14%
[20] Cc1cccc2cc(C3CC(c4ccco4)=NN3C(=O)CCC(=O)O)c(Cl)nc12 (stereo not drawn)
→ -4% | -15% | 7% | -6 | -3% | -1.7 | ? | -3%
[21] Cc1cc(C)c(S(=O)(=O)n2ccc3ccccc32)c(C)c1
→ -29% | 0% | 16% | 1 | 0% | 0.2 | -33%[57.1 µM] | 6%
[22] c1ccn2c(SCc3ccc4c(c3)OCO4)nnc2c1
→ 8% | -11% | -2% | 0 | 0% | -4.7 | 3% | -4%
[23] COc1cccc(NC(=O)N2CCCC2C(=O)NC23CC4CC(CC(C4)C2)C3)c1 (stereo not drawn)
→ 6% | -4% | 1% | -5 | 1% | 0.2 | 3% | 13%
[24] O=C(c1cc2nc(-c3ccco3)cc(C(F)(F)F)n2n1)N1CCc2ccccc2C1
→ -18% | -14% | 4% | 1 | -1% | 1.5 | -26% | -28%
[25] CCc1nnc(NC(=O)CSc2ccc(-c3nc4ccc(C)cc4[nH]3)cn2)s1
→ 9% | -6% | -3% | -1 | 2% | -2.3 | -17% | 8%
[26] O=S(=O)(Nc1ccc(C(O)(C(F)(F)F)C(F)(F)F)cc1)c1cccc2ccccc12
→ -19% | -4% | -4% | 5 | . | 1.3 | -12% | -24%
[27] CC(OC(=O)c1ccc(S(=O)(=O)N(C)c2ccccc2)cc1)C(=O)NCCC1=CCCCC1 (stereo not drawn)
→ -7% | -3% | 6% | 5 | 1% | 1.8 | -13% | -16%
[28] Cc1noc(C)c1CSCC(=O)N(C)CC(=O)Nc1ccccc1Cl
→ -1% | -15% | 4% | -5 | 1% | -1.1 | -21% | 6%
[29] COC(=O)C1=C(C)N(c2ccc(OC)c(OC)c2)C(=O)/C1=C\c1cccs1
→ 7% | -7% | -6% | -10 | -1% | -3.0 | 5% | -7%
[30] COc1ccc(Nc2ncc(C(=O)N3CCC(C(N)=O)CC3)c3ccccc23)cc1
→ 2% | -4% | 9% | . | 0% | -2.6 | 12% | 6%
[31] CCN(CC)C(=O)[C@H]1C[C@H](CC(=O)NCCN2CCOCC2)C(=O)N2CCc3c([nH]c4ccc(Cl)cc34)[C@]12C
→ 21% | -4% | -16% | 24 | -18% | 0.4 | 3% | 20%
[32] CCN(CC)S(=O)(=O)c1ccc(C(=O)NCCN(C)C)cc1
→ 4% | -5% | -4% | -1 | 0% | 2.7 | 8%[57.1 µM] | -7%
[33] O=S1(=O)CCN2C(c3ccc4c(c3)CCCC4)=CSC2=N1
→ 12% | -3% | -5% | 8 | 0% | 3.7 | -15% | 0%
[34] Cc1oc(-c2ccccc2Cl)nc1CS(=O)(=O)CC(=O)NC(C)c1ccccc1 (stereo not drawn)
→ 1% | -6% | -6% | 5 | -3% | -2.3 | -1% | 1%
[35] COC(=O)Cn1c(=NC(=O)CSCC(=O)NC2CCCCC2)sc2cc(OC)ccc21
→ -5% | -8% | -3% | 4 | -1% | 1.1 | -32%[57.1 µM] | -19%
[36] Cc1ccc(O)c(NC(=O)c2ccco2)c1
→ -17% | -2% | 10% | -3 | 1% | -1.2 | -5% | -20%
[37] CC(=O)c1cccc(NC(=O)COc2ccc(S(=O)(=O)N3CCOCC3)cc2)c1
→ 2% | -10% | 6% | 1 | -1% | -2.3 | 1% | -1%
[38] C=CCn1c(=O)c2ccccc2n2c(SCC(C)=O)nnc12
→ 0% | -8% | 2% | -4 | 0% | -0.4 | 10% | -3%
[39] Cc1ccc(S(=O)(=O)N2CCCCC2)cc1NC(=O)COc1ccccc1
→ -22% | -4% | 3% | 1 | -1% | -0.1 | 0% | -10%
[40] O[C@@H]1CN(C2CCCCC2)CC[C@H]1N1CCN(CCc2ccccc2)CC1
→ 18% | -19% | -2% | 0 | 2% | 0.3 | 14% | 9%
[41] COc1cc(N(C(=O)Cc2cccs2)C(C(=O)NC2CCCCC2)c2ccc(C)cc2)ccc1-n1cnnn1 (stereo not drawn)
→ -11% | 4% | -9% | 1 | 2% | 0.9 | 2% | -7%
[42] Fc1ccc(CSc2nnc(-c3cccnc3)n2Cc2ccco2)cc1
→ 8% | -16% | 11% | -13 | 2% | 0.6 | -8% | 14%
[43] CCOC(=O)c1ccccc1NC(=O)COC(=O)CSc1ccccc1
→ -17% | -1% | 7% | 17 | 3% | -3.6 | -12% | -6%
[44] O=[N+]([O-])c1ccc(N=NN(CCO)CCO)cc1
→ -2%[57.1 µM] | -13% | -3% | -3 | 1% | 0.2 | 4% | -19%
[45] O=C(O)c1ccc(COc2ccccc2/C=C2\NC(=O)N(Cc3ccc(F)cc3)C2=O)cc1
→ -22% | 67µM* | -7% | -6 | 2% | -2.4 | -21% | ?
[46] CC1CCc2cc(F)ccc2N1C(=O)c1ccc2c(c1)OCO2 (stereo not drawn)
→ -5% | -11% | 10% | 1 | 0% | -1.1 | -10% | -9%
[47] CCn1ncc(Br)c1C(=O)Nc1cc(C)on1
→ -3% | -6% | 8% | 1 | 0% | -3.5 | -8% | 10%
[48] O=C1/C(=C/c2cccnc2)CCc2c1[nH]c1ccccc21
→ 4% | -5% | 5% | -11 | -3% | -0.5 | 7% | -8%
[49] CC(=O)N1CCN(S(=O)(=O)c2ccc(C)c([N+](=O)[O-])c2)C1C(C)C (stereo not drawn)
→ 10% | -4% | -8% | 0 | 1% | -3.0 | 9% | 20%
[50] O=C1CCC([N+](=O)[O-])C(c2ccccc2Br)N1 (stereo not drawn)
→ 5% | 1% | 0% | 4 | -1% | 1.0 | 2% | -2%
[51] O=C(Nc1ccc(F)cc1)Nc1cnccn1
→ 5% | 4% | 7% | -3 | ? | 0.1 | 0% | -9%
[52] O=S(=O)(c1ccc(Cl)cc1)N1CCCCCC1
→ -28% | 5% | 14% | -4 | 1% | 3.1 | -6% | -25%
[53] CCCN1CCN(CCCNC(=O)CCNC(=O)Cn2ccc3ccccc3c2=O)CC1
→ -9% | -15% | 4% | -1 | 0% | 1.1 | -9% | -15%
[54] NCCSC1CC(=O)N(c2ccc(F)cc2)C1=O (stereo not drawn)
→ 7% | -16% | 4% | 0 | -5% | -6.3 | -16% | 2%
[55] COc1ccccc1CNC(=S)Nc1ccc2nc(N3CCN(C)CC3)cc(C)c2c1
→ -7% | -5% | 13% | 6 | 1% | -2.0 | -6% | ?

High-throughput results (PubChem BioAssay)

An excerpt; count on the stated rates, not on these rows.
